MLLE-PAM2 inh: blocks PAM2 peptide binding to the PABP1 MLLE domain | P11940 | GST-MLLE / FITC-PAM2 fluorescence polarization | inhibition, % at 20 µM | hit rate 0.36% among 360,000 | AID 588489; in the data active = inhibition above about 35%, passing the limit was not always enough;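 also: plate controls were DMSO wells with GST-MLLE for no effect and wells lacking GST-MLLE protein for full effect; some results filed as inactive read as strong as hits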
MsrA act: activates bovine MsrA enzyme; purified bovine MsrA, absorbance read-out; activation, % at 10.6 µM; hit rate 0.3% among 360,000; AID 602163; in the data active = activation above about 7.5%;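 also: 0% = vehicle and 100% = reference activator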
NRP1-CendR mod: modulators of CendR peptide binding to human neuropilin-1; O14786; FAM-RPARPAR peptide binding to NRP-1, fluorescence polarization; inhibition, % at 25 µM; hit rate 0.85% among 360,000;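 active = inhibition or corrected inhibition above about 18%, plus a signal ratio from 0.5 to 1.5, limit read from the data, passing the limit was not always enough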; also: strong numbers were not always called active
Target sequence (O14786 whole entry, looked up): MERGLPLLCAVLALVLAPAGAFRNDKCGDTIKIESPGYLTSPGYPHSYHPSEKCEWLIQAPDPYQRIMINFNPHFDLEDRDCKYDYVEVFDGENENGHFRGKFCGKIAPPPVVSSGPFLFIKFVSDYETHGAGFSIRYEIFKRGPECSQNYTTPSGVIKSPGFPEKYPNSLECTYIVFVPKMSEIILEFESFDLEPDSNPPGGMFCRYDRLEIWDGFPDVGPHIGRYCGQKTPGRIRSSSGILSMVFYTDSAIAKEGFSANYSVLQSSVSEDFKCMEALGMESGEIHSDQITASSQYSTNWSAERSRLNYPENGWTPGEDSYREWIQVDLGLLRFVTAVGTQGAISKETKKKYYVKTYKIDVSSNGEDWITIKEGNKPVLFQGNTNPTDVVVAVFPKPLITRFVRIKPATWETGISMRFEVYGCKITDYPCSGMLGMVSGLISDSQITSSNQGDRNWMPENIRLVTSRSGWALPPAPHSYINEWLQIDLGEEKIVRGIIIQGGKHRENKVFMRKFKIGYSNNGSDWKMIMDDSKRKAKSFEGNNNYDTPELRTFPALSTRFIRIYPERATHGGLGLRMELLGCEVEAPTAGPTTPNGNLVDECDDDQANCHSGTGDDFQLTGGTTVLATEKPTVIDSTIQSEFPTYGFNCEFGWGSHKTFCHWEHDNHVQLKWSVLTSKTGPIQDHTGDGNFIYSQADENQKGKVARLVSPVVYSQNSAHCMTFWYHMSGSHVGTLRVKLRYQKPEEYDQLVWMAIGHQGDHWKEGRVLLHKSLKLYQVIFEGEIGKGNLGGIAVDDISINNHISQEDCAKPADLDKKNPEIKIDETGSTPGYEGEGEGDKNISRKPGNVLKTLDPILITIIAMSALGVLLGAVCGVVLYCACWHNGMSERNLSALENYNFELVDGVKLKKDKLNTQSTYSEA
SKN-1 block: blocks SKN-1 activity in C. elegans; C. elegans VP596 Pgst-4::GFP/RFP ratio, acrylamide-induced, 24 h; inhibition, % at 21.8 µM; hit rate 0.49% among 360,000; AID 624304;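 active = interference check ratio from 0.5 to 1.5 plus GFP to RFP signal ratio inhibition reaching or exceeding a fixed threshold, cut at about 30% in these data, passing the limit was not always enough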; also: some compounds called inactive have numbers as strong as hits
Neddylation inh: inhibitors of human cullin neddylation | TR-FRET cullin neddylation, biochemical | AID 651699 | calls only at 25 µM | hit rate 0.58% among 360,000; in the data active = inhibition above about 36%
Rin1 Abl inh: human Rin1-Abl interaction inhibition; TR-FRET Rin1/Abl binding, biochemical; P00519+Q13671; hit rate 0.4% among 360,000; inhibition, % at 7.35 µM; in the data active = inhibition above about 5%, passing the limit was not always enough
FAS TE block: blocks the thioesterase domain of human fatty acid synthase. hit rate 0.67% among 360,000. P49327. recombinant FAS-TE, OMFH fluorogenic substrate, fluorescence endpoint. inhibition, % at 15 µM;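 active = compounds whose normalised, plate-corrected inhibition of enzyme fluorescence in the single-dose primary screen is 50% or more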;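 also: 0% = DMSO with enzyme and 100% = substrate without enzyme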
MT1-MMP act inh: blocks activation of human MT1-MMP; hit rate 0.061% among 360,000; HT1080 RFP-PRO-GFP cells, GFP/RFP ratio fluorescence, overnight; percent of plate control window, DMSO zero; GFP/RFP ratio change, % at 20 µM;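 active = GFP/RFP ratio change of at least 30% with cell ATP level not reduced by more than half and red fluorescence within 50% of control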; also: strong numbers were not always called active
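Assay system: HT1080 RFP-PRO-GFP cells | Dosing: 20 µM single dose, 1% DMSO | Incubation: Cells overnight before dosing, compound overnight, 37 °C, 5% CO2 | Evaluation: GFP/RFP fluorescence ratio | Control set: DMSO-only wells and HT1080 RFP-L50D-GFP cell wells as references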
eLon inh: inhibits E. coli Lon protease. P0A9M0. purified E. coli Lon protease, fluorescence polarization. inhibition, % at 7.94 µM. hit rate 0.42% among 360,000; in the data active = inhibition above about 13%, passing the limit was not always enough;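 also: 0% = enzyme with probe and DMSO and 100% = no enzyme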
Active calls of the source: *; i = inactive; · = not tested or not shown. Compounds as they come. About 4% of those tested had a hit in this group.

Order of results: MLLE-PAM2 inh	MsrA act	NRP1-CendR mod	SKN-1 block	Neddylation inh	Rin1 Abl inh	FAS TE block	MT1-MMP act inh	eLon inh
(1) O=C(CSc1nc2ccccc2o1)Nc1ccc(N2CCOCC2)c(Cl)c1
 : 18	-2	5	13	i	0	13	1	-1
(2) Cc1ccc(-n2nnnc2SCC(=O)Nc2ccc3c(c2)COC3=O)cc1C
 : -11	-1	-3	31	i	-4	-9	-49	-5
(3) COC(=O)c1ccc(NC(=O)c2cccc(N3C(=O)CCC3=O)c2)cc1
 : -14	-4	0	5	i	0	-6	-2	-4
(4) Cc1ccc(C)c(NC(=O)c2cc(S(=O)(=O)N3CCCCC3)ccc2N2CCOCC2)c1
 : 9	3	8	3	i	1	18	4	7
(5) COc1ccc(-c2ccc(N3C(c4cc(OC)cc(OC)c4)=Cc4ccc(OC)cc4C3CC(C)=O)cc2)cc1 (centres undefined)
 : ·	-2	-4	8	i	·	17	13	3
(6) CCOc1cccc(CN2CCCC(N3CCN(c4cccc(Cl)c4)CC3)C2)c1O (centres undefined)
 : 16	-5	-8	-11	i	-1	-8	7	7
(7) COCCNC(=O)NC1(C(F)(F)F)Oc2ccc(Cl)cc2O1 (centres undefined)
 : -3	-1	6	8	i	-6	-1	3	-5
(8) Cc1c(C(=O)OCc2ccc(F)cc2)sc2nc3n(c(=O)c12)CCC3
 : -1	-11	3	8	i	0	11	2	-4
(9) Cc1ccc(SCc2c(C(=O)N/N=C/c3ccc4c(c3)OCO4)nnn2-c2nonc2N)cc1
 : -1	-1	4	1	i	2	-6	6	-8
(10) COc1ccc2c(c1)c(-c1csc(N)n1)c(C)n2C
 : 8	1	-1	7	i	-3	-8	15	1
(11) Cc1cc2nc(-c3ccc(C#N)cc3)c(Cc3ccsc3)n2c(C)c1Br
 : ·	-2	-20	12	i	·	14	-1	-7
(12) COCc1c(C(=O)OC)nnn1-c1ccccc1
 : 9	-3	-9	2	i	-2	-9	3	-3
(13) O=C(CSc1cccc[n+]1[O-])Nc1cccc(S(=O)(=O)NC2=NCCCCC2)c1
 : 3	-5	-8	-25	i	1	-8	0	13
(14) O=C(O)c1ccc(NC(=S)NCc2ccccc2)cc1
 : 17	1	-1	23	i	-3	-2	4	-14
(15) O=S1(=O)CC(N2CCSCC2)CN1Cc1cn(Cc2ccc(Cl)cc2)nn1 (centres undefined)
 : ·	-8	-8	9	i	·	-9	2	-3
(16) COc1ccc(CN2CCN(Cc3ccc(Br)cc3)CC2)c(OC)c1OC
 : 12	0	11	11	i	2	-4	7	-7
(17) CCC(=O)Nc1ccc(NC(=O)c2cccc3ccccc23)cc1
 : -2	3	7	12	i	1	-8	-1	3
(18) Cc1cccc(-n2c(SCC(=O)N3CCN(c4ccccn4)CC3)nnc2N2CCOCC2)c1
 : 4	-4	9	7	i	-1	-2	-5	1
(19) O=C(Cn1cnc2c(nnn2-c2ccccc2)c1=O)NCC1CCCO1 (centres undefined)
 : 4	-7	3	-4	i	-3	-8	5	-4
(20) Cc1ccc(Oc2ncccc2NC(=O)CC2(CC(=O)O)CCCC2)c2c1CCC2
 : -3	-2	-7	-13	i	2	-3	1	2
(21) Cc1ccc(S(=O)(=O)CCC(=O)NCCN2C(=O)S/C(=C/c3ccc(F)cc3)C2=O)cc1
 : 17	-4	5	2	i	-3	26	5	-6
(22) O=C(Cn1ncc2c3ccccc3n(Cc3ccccc3)c2c1=O)NC1CCCC1
 : 8	-1	-7	8	i	-2	-4	1	-4
(23) CCOC(=O)CCc1c(C)nc2cc(C3CCCN(C(=O)OC(C)(C)C)C3)[nH]n2c1=O (centres undefined)
 : 2	-3	4	9	·	1	1	-6	-6
(24) CN(C)S(=O)(=O)c1ccc(C(=O)Nc2nnc(SCC(=O)N3CCOCC3)s2)cc1
 : -4	-11	-10	-11	i	-2	-6	3	-1
(25) Cc1ccc2c(c1)N(CCC(=O)NCc1cccnc1)C(=O)CO2
 : 2	-4	-8	-6	i	-2	-11	2	5
(26) COc1ccc(C)cc1-n1nnnc1SCC1CCCO1 (centres undefined)
 : 7	-2	2	3	i	-3	2	2	-4
(27) Cc1cc(OCCOCCNC(C)C)cc(C)c1Cl
 : 7	2	19	3	i	-7	-5	0	3
(28) Cc1cc(SCC(=O)OC(C)C(=O)N(C)c2ccccc2)nc2ccccc12 (centres undefined)
 : -2	-8	11	2	i	-4	8	2	12
(29) CC1CCC(NC(=O)CCN2C(=O)C3CC=CCC3C2=O)CC1 (centres undefined)
 : 2	-6	19	4	i	-1	-5	-2	-2
(30) COc1cc(NC(=S)NCc2cccnc2)cc(OC)c1
 : -2	-3	12	6	i	-1	-9	3	-3
(31) CC(C)C[C@@H](CN1CCCC1CN1C(=S)NC[C@@H]1Cc1ccc(O)cc1)N1C[C@H](Cc2ccc(O)cc2)N(CCc2ccccc2)C1=S (some centres undefined)
 : -6	-5	-3	6	i	-3	-81	1	4
(32) Cc1cc(NC(=O)CCN2CCN(C/C=C/c3ccccc3)CC2)ccc1Br
 : 3	-3	5	11	i	-3	11	2	-2
(33) Cc1cccc(NCc2ccc([N+](=O)[O-])s2)c1
 : 0	0	6	-1	i	-1	-1	3	-7
(34) Nc1c(Cl)c(Cl)nc(C(=O)OCC(=O)NCc2ccccc2)c1Cl
 : -5	1	-23	-16	i	0	34	-4	-15
(35) CCC(C)(C)NC(=O)CN(C(=O)CNS(=O)(=O)c1ccc(F)cc1)c1ccc2c(c1)OCCO2
 : 13	-4	4	-2	i	3	3	1	-6
(36) O=C(NNC(=O)c1cc([N+](=O)[O-])ccc1Cl)c1cccnc1
 : 1	-1	-7	3	i	-2	-2	-3	1
(37) O=C(Nc1ccon1)c1ccccc1F
 : 3	-3	-9	3	i	5	-3	-5	1
(38) COc1ccc(CCNC(=O)C(=O)NCc2ccc(Cl)cc2)cc1OC
 : -4	-4	-12	-7	i	-2	0	-6	-2
(39) CCn1c(SCC(=O)NNC(=O)c2ccc(OC)cc2)nnc1C(C)C
 : -1	0	2	-13	i	1	-9	0	-10
(40) COc1ccccc1OCC(=O)Nc1ccc(S(=O)(=O)N(C)c2ccccc2)cc1
 : 2	-2	12	-3	i	1	18	3	-4
(41) COc1cccc(NC(=O)C(C)SCc2ccccc2)c1 (centres undefined)
 : 1	-2	-1	1	i	3	7	0	-4
(42) COc1ccc(C(CNC(=O)c2c(C)nn(Cc3ccc(C)cc3)c2Cl)N2CCOCC2)cc1 (centres undefined)
 : 7	-8	2	-1	i	5	9	32*	14
(43) CC1CCCC(C)N1C(=O)COc1cccc(Oc2ccccc2)c1 (centres undefined)
 : -11	-2	-5	18	i	3	20	-3	-3
(44) COc1ccc(NC(=O)CSc2nccn2Cc2ccco2)cc1OC
 : 4	-2	16	-1	i	-2	-7	0	-2
(45) COc1ccc(OC)c(-c2cc(C(=O)N3CCN(c4ncccn4)CC3)c3ccccc3n2)c1
 : 4	-1	4	11	i	1	15	-3	0
(46) O=C(N/N=C/c1ccc(O)cc1O)C1CC1
 : -9	-2	-2	-1	i	-1	-4	4	6
(47) CC(C)Oc1ccc(CN=C(N)N=C(N)N)cc1Cl
 : -21	-1	-1	1	i	0	-7	-5	-7
(48) CCOc1ccc(-c2nc(N)ncc2-c2ccc(Cl)cc2)c(O)c1
 : -4	-1	-14	4	i	0	28	0	6
(49) COC(=O)c1ccc(OCC(=O)NC2CCCCCC2)cc1
 : -4	-2	20	-9	i	1	-2	2	-16
(50) CCOC(=O)C1=C(C)C(c2ccccc2OC)NC(=O)N1 (centres undefined)
 : -1	-2	-6	14	i	2	-4	-1	0
(51) CC1(C(=O)NS(=O)(=O)Cc2cccc(Cl)c2)CCN1C(=O)CC1CCCC1 (centres undefined)
 : 4	0	-3	3	i	1	-2	3	-7
(52) O=c1c2ccccc2c(-c2ccccc2)nn1-c1ccc(Cl)c(Cl)c1
 : -1	0	6	22	i	1	31	-6	1
(53) COc1cc(CNc2ncn[nH]2)ccc1OCc1ccccc1C
 : -4	-6	-9	-4	i	2	-6	1	-3
(54) CC(=O)O[C@H]1C[C@@H]2CC[C@@H]3[C@H](CC[C@@]4(C)[C@H]3C[C@H]([N+]3(C)CCCCC3)[C@@H]4OC(C)=O)[C@@]2(C)C[C@@H]1[N+]1(C)CCCCC1
 : -1	-8	1	-22	i	-2	-10	3	-2
(55) C[C@H](CO)N1C[C@H](C)[C@@H](CN(C)C(=O)Nc2ccc(C(F)(F)F)cc2)Oc2ccc(NC(=O)Nc3ccc(C(F)(F)F)cc3)cc2C1=O
 : 6	3	-4	-16	i	4	21	20	-9
(56) O=C(O)CSc1nc(-c2ccccc2)nc2c1oc1ccccc12
 : 3	-10	-11	-4	i	3	-7	2	-5
(57) COc1ccc(NC(=O)c2cc(-c3ccncc3)nc3ccccc23)c(OC)c1
 : -29	-2	-5	5	i	1	-2	-4	-11
(58) COc1cc(OC)c(NC(=O)c2ccco2)cc1Cl
 : -2	-12	4	-27	i	1	-5	0	-8
(59) CCCCn1c(N)c(N(CC(C)C)C(=O)c2cc(-c3ccc(OC)c(OC)c3)nc3ccccc23)c(=O)[nH]c1=O
 : -69	-16	11	-10	i	2	-1	1	7
(60) CN(CC(=O)Nc1cccc(F)c1)C(=O)CNC(=O)Cc1cccc2ccccc12
 : 14	-4	6	15	i	3	-1	3	-10
(61) O=C1Nc2ccccc2/C1=N/c1sc2c(c1C(=O)NCCc1ccccc1)CCCC2
 : -3	-8	14	-22	i	-3	1	2	7

Three compounds already listed, arranged by the value under NRP1-CendR mod, highest first:
No. | molecule | MLLE-PAM2 inh | MsrA act | NRP1-CendR mod | SKN-1 block | Neddylation inh | Rin1 Abl inh | MT1-MMP act inh | eLon inh
45 | COc1ccc(OC)c(-c2cc(C(=O)N3CCN(c4ncccn4)CC3)c3ccccc3n2)c1 | 4 | -1 | 4 | 11 | i | 1 | -3 | 0
51 | CC1(C(=O)NS(=O)(=O)Cc2cccc(Cl)c2)CCN1C(=O)CC1CCCC1 (centres undefined) | 4 | 0 | -3 | 3 | i | 1 | 3 | -7
56 | O=C(O)CSc1nc(-c2ccccc2)nc2c1oc1ccccc12 | 3 | -10 | -11 | -4 | i | 3 | 2 | -5

Of the compounds above, 4 contain a thiophene ring, fused or not:
Order of results: MLLE-PAM2 inh	MsrA act	NRP1-CendR mod	SKN-1 block	Neddylation inh	Rin1 Abl inh	FAS TE block	MT1-MMP act inh	eLon inh
(8) Cc1c(C(=O)OCc2ccc(F)cc2)sc2nc3n(c(=O)c12)CCC3
 : -1	-11	3	8	i	0	11	2	-4
(11) Cc1cc2nc(-c3ccc(C#N)cc3)c(Cc3ccsc3)n2c(C)c1Br
 : ·	-2	-20	12	i	·	14	-1	-7
(33) Cc1cccc(NCc2ccc([N+](=O)[O-])s2)c1
 : 0	0	6	-1	i	-1	-1	3	-7
(61) O=C1Nc2ccccc2/C1=N/c1sc2c(c1C(=O)NCCc1ccccc1)CCCC2
 : -3	-8	14	-22	i	-3	1	2	7

An excerpt from above, showing only MT1-MMP act inh:
entry	Molecule	MT1-MMP act inh
44	COc1ccc(NC(=O)CSc2nccn2Cc2ccco2)cc1OC	0
45	COc1ccc(OC)c(-c2cc(C(=O)N3CCN(c4ncccn4)CC3)c3ccccc3n2)c1	-3
46	O=C(N/N=C/c1ccc(O)cc1O)C1CC1	4
47	CC(C)Oc1ccc(CN=C(N)N=C(N)N)cc1Cl	-5
48	CCOc1ccc(-c2nc(N)ncc2-c2ccc(Cl)cc2)c(O)c1	0
49	COC(=O)c1ccc(OCC(=O)NC2CCCCCC2)cc1	2
50	CCOC(=O)C1=C(C)C(c2ccccc2OC)NC(=O)N1 (centres undefined)	-1

MT1-MMP act inh, entries above that show a hit.
nr	molecule	MLLE-PAM2 inh	MsrA act	NRP1-CendR mod	SKN-1 block	Neddylation inh	Rin1 Abl inh	MT1-MMP act inh	eLon inh
42	COc1ccc(C(CNC(=O)c2c(C)nn(Cc3ccc(C)cc3)c2Cl)N2CCOCC2)cc1 (centres undefined)	7	-8	2	-1	i	5	32*	14

Source: PubChem
